# GLS inhibitor – blocks human kidney-isoform glutaminase activity; O94925; GLS enzymatic activity, qHTS titration; Potency, µM (highest dose often 45.5 µM), inactives show at the highest dose activity change, negative = inhibition, most hits filed as inhibitors; actives 0.21% (n = 410,000); note: potency is the fitted concentration of half-maximal effect; % is set by controls: 0 for no effect and ±100 for the full control effect
#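 Assay buffer: 45 mM KH2PO4 pH 8.2, 0.02% Tween-20. hKGA acts on L-glutamine (1 mM solution added); product glutamate is reported by an oxidase/peroxidase Amplex Red coupling, with fluorescence taken at baseline and 30 min.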
# ERG-DNA inh – inhibitors of human ERG Ets domain-DNA interaction; Potency, µM (highest dose often 76.9 µM), for inactives: top-dose FP activity, negative = inhibition, hits mostly inhibitors; fluorescence polarization, His-ERG Ets domain / labelled DNA; AID 624246; actives 0.028% (n = 370,000); active = well fitted inhibition curve with a large enough effect in the polarisation, with a control signal flat; inconclusive = small, poorly fitted or top-dose-only effect, or effect the other way, or a change in a side signal; inactive = no such curve, though single readings can be large or run the other way; the % refers to the polarisation;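 note: polarization taken with two DNA probes labelled with fluorescein and Texas red; potency is the fitted concentration of half-maximal effect; % of control where 0% means no effect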
#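 His-tagged ERG Ets domain (1 uM in the protein solution; 300mM KCl, 50mM Tris-HCl, 1mM EDTA, 1mM DTT, pH 7.5) received compound, then a probe mix of 5 nM fluorescein-DNA and 100nM Texas-615-DNA. Fluorescence polarization was read for both dyes.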
# G9a inh – inhibitors of human histone lysine methyltransferase G9a; Potency, µM (highest dose often 102 µM), for inactives: at the top dose activity, negative = inhibition, hits mostly inhibitors; G9a H3K9 monomethylation, AlphaScreen, 2 h; Q96KQ7; actives 8.8% (n = 350,000); AID 504332; note: potency is the fitted concentration of half-maximal effect; % is set by controls: 0 for no effect and ±100 for the full control effect; nearly all actives have a fitted effect of over 75% in size
#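 Methyltransferase reactions run at room temperature for 2 h (20 nM enzyme, 500 nM biotin-H3K9 peptide, 20 uM SAM) after a 15 min compound preincubation; product detected by AlphaScreen beads and anti-H3K9me1 antibody.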
# HP1b chromo inh – blocks HP1-beta chromodomain binding to methylated histone tails | AlphaScreen HP1-beta / biotin-H3K9me3 peptide binding | Potency, µM (doses to about 114 µM), for inactives: at the top dose activity change, negative = inhibition, hits mostly inhibitors | P83916 | actives 0.56% (n = 390,000); note: potency is the fitted concentration of half-maximal effect; nearly all actives have a fitted effect of over 70% in size; inactives centre near 23
#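 Compound inhibition of the preformed complex between 50 nM HP1-beta and 50 nM biotinylated H3K9me3 peptide was read by AlphaScreen. Buffer was PBS pH 7.4 with 0.01% Tween-20. Incubations ran 30 min at room temperature, with 10 ug/mL donor/acceptor beads.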
# JMJD2A Tudor – inhibitors of human JMJD2A Tudor domain; O75164; AlphaScreen JMJD2A-Tudor / H3K4me3 peptide binding; Potency, µM (series often up to 114 µM), inactives show at the highest dose activity change, negative = inhibition, hits mostly inhibitors; actives 4.4% (n = 390,000); note: potency is the fitted concentration of half-maximal effect; % is set by controls: 0 for no effect and ±100 for the full control effect; nearly all actives have a fitted effect of over 50% in size
# Tb PGK inh – T. brucei PGK inhibition; Potency, µM (series often up to 57.5 µM), without a hit: at the highest dose activity change, negative = inhibition, most hits filed as inhibitors; P07378; actives 0.043% (n = 380,000); PGK/GAPDH coupled, Kinase-Glo luminescence, 60 min; AID 602233; note: potency is the fitted concentration of half-maximal effect; % is set by controls: 0 for no effect and ±100 for the full control effect; nearly all actives have a fitted effect of over 60% in size
#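 Luminescent ATP detection (Kinase-Glo Plus) follows a 60-minute room-temperature incubation, with wells lacking PGK as controls. Buffer: 100 mM TEA (pH 7.6), 5 mM MgCl2, 0.01% Tween-20. Coupling enzyme GAPDH (100 nM final) supplies unstable 1,3-BPG in-well.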
# Pin1 inh – human Pin1 inhibition | Pin1 FP peptide displacement, HiFluor488, 10 min | Q13526 | Potency, µM (top dose mostly 115 µM), inactives show at the top dose activity, negative = inhibition, actives largely listed as inhibitors | actives 0.009% (n = 390,000); active = well fitted inhibition curve with a large enough effect in the polarisation, with a control signal flat, not every such curve was filed as active; inconclusive = small, poorly fitted or top-dose-only effect, or effect the other way, or a change in a side signal; inactive = no such curve, though single readings can be large or run the other way; the % refers to the polarisation; note: potency is the fitted concentration of half-maximal effect; % is set by controls: 0 for no effect and ±100 for the full control effect
# BAZ2B inh – blocks human BAZ2B; AlphaScreen BAZ2B-H3K14Ac peptide displacement; actives 4.4% (n = 360,000); Potency, µM (titrated, usually from 114 µM), for the others: top-dose activity change, negative = inhibition, most hits filed as inhibitors; Q9UIF8; note: potency is the fitted concentration of half-maximal effect; % is set by controls: 0 for no effect and ±100 for the full control effect; nearly all actives have a fitted effect of over 60% in size
#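 AlphaScreen displacement of biotin-H3(5-23)K14Ac peptide (50 nM final) from BAZ2B (50 nM final) in PBS pH 7.4, 0.01% Tween-20; complex preformed 30 min RT, then compounds (top 110 uM) 30 min RT, beads 20 min dark.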
# PI4K2A block – blocks human PI4K2A kinase activity; Q9BTU6; purified PI4K2A, ADP-Glo luminescence, 1 h; active compounds read low; activity change, negative = inhibition, % at 76.9 µM; actives 0.13% (n = 420,000); AID 1346378; in the data active = activity change below about -50%; inconclusive = mostly about -30% to -49%;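 note: -100% = wells without enzyme as full effect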
#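 ADP-Glo luminescence measured ADP generated by PI4K2A enzyme (4 ug/mL before mixing) with 1.2 mM PI substrate (pre-mix) and 300 microM ATP (pre-mix). Tris pH7.5 buffer with MgCl2, Triton X-100; 1 h reaction at ambient temperature.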
# An asterisk follows results filed as active; i = inactive; ? = inconclusive; · = no result given; [ ] = another dose, or the depositor's remark. Unless noted, calls come from the whole dose curve; as a rule, active = well fitted curve in the direction sought with a large enough effect; inconclusive = small, poorly fitted or top-dose-only effect, or another doubt; inactive = no such curve, though single readings can be large; an effect the other way counts as inactive or inconclusive.
# A first look:
GLS inhibitor	ERG-DNA inh	G9a inh	mol	HP1b chromo inh	JMJD2A Tudor	Tb PGK inh	Pin1 inh	BAZ2B inh	PI4K2A block
17%	-9%	?	COc1cc(OC)cc(C(=O)NC(=S)N2CCN(c3ccc(C(F)(F)F)cc3[N+](=O)[O-])CC2)c1	-17%	?	-5%	-1%	62%[activator]	10
0%	4%	9%	Cc1cc(NC(=O)CCC(=O)N(CCC(C)C)CC(=O)NCC2CCCO2)no1 (centres undefined)	24%	-3%	-6%	-1%	-3%	0
-4%	-11%	·	COc1ccc(NC(=O)CSc2nncs2)cc1S(=O)(=O)N1CCCCC1	32%	-9%	-1%	-4%	·	0
3%	1%	8%[59 µM]	Cc1ccc(Cl)cc1N1CCN(C(=O)Cn2ncc3c4ccccc4n(C)c3c2=O)CC1	26%	-8%	-4%	1%	2%	0
-10%	-8%	·	CC(C)C(=O)Nc1cccc(COc2ccccc2CN(Cc2ccccc2)C(=O)OC(C)(C)C)c1	48%[activator]	-4%	-11%	9%	·	-2
1%	-3%	-4%[59 µM]	COc1ccccc1N1CCN(C(c2ccccc2Cl)c2nnnn2C(C)(C)C)CC1 (centres undefined)	19%	-12%	-7%	4%	-37%	-8

# All compounds of this part, from the start:
GLS inhibitor	ERG-DNA inh	G9a inh	mol	HP1b chromo inh	JMJD2A Tudor	Tb PGK inh	Pin1 inh	BAZ2B inh	PI4K2A block
17%	-9%	?	COc1cc(OC)cc(C(=O)NC(=S)N2CCN(c3ccc(C(F)(F)F)cc3[N+](=O)[O-])CC2)c1	-17%	?	-5%	-1%	62%[activator]	10
0%	4%	9%	Cc1cc(NC(=O)CCC(=O)N(CCC(C)C)CC(=O)NCC2CCCO2)no1 (centres undefined)	24%	-3%	-6%	-1%	-3%	0
-4%	-11%	·	COc1ccc(NC(=O)CSc2nncs2)cc1S(=O)(=O)N1CCCCC1	32%	-9%	-1%	-4%	·	0
3%	1%	8%[59 µM]	Cc1ccc(Cl)cc1N1CCN(C(=O)Cn2ncc3c4ccccc4n(C)c3c2=O)CC1	26%	-8%	-4%	1%	2%	0
-10%	-8%	·	CC(C)C(=O)Nc1cccc(COc2ccccc2CN(Cc2ccccc2)C(=O)OC(C)(C)C)c1	48%[activator]	-4%	-11%	9%	·	-2
1%	-3%	-4%[59 µM]	COc1ccccc1N1CCN(C(c2ccccc2Cl)c2nnnn2C(C)(C)C)CC1 (centres undefined)	19%	-12%	-7%	4%	-37%	-8
17%	-5%	-7%[59 µM]	CCCn1c(=S)[nH]c2cc(C(=O)N3CCN(c4ccccc4OC)CC3)ccc2c1=O	22%	-4%	-8%	1%	8%	7
-7%	0%	44%[12.7 µM]	Cc1ccc(Cn2nnc3c(=O)[nH]c(C4CCN(C(=O)Cc5cccs5)CC4)nc32)cc1	35%[activator]	-19%	-12%	2%	-31%	6
9%	12%	·	O=Cc1nccc2ccccc12	5%	-15%	-6%	-7%	·	2
-24%	0%	-49%	COc1ccc(NC(=O)C/C(C)=N/NC(=O)c2cccs2)c([N+](=O)[O-])c1	20%	-25%	1%	12%	?	-2
8%	3%	6%[2.33 µM]	COc1cccc(N2CCN(c3c(C#N)c(C(F)(F)F)nn3C)CC2)c1	10%	-17%	-2%	11%	2%	0
3%	6%	10%	COc1ccc2oc(C(=O)NC3CCCCC3)c(C)c2c1	21%	-7%	-10%	3%	4%	-2
-2%	-7%	-5%	Cc1ccccc1NS(=O)(=O)c1cccc2nsnc12	12%	-12%	-4%	6%	-13%	-2
-1%	-6%	5%[59 µM]	CCOc1ccc2[nH]cc(C(=O)NCc3ccc(F)cc3)c(=O)c2c1	14%	-12%	1%	12%	-3%	0
-3%	-1%	-12%[59 µM]	COc1ccc(Cl)cc1NC(=O)CSc1nc(-c2ccccc2)c2ccccc2n1	40%[activator]	-11%	-6%	5%	-1%	4
0%	·	-22%	COC(=O)[C@H](C)NC(=O)Nc1ccc(Oc2ccccc2)cc1	23%	2%	-3%	5%	1%	-1
13%	8%	5%	COc1ccc(CN2CCN(CC3CC3)CC2CCO)c(C)c1C (centres undefined)	32%	5%	-7%	2%	-14%	-1
5%	0%	?	COc1ccc(OC)c(Nc2nc(NCc3ccco3)c3ccccc3n2)c1	?	50µM*	i	11%	40µM*	3
16%	·	14%[59 µM]	COc1ccc(C2COC(=O)C2=N)c(NC(=O)c2ccccc2)c1 (centres undefined)	34%	-5%	-4%	9%	7%	-2
-7%	1%	2%[59 µM]	COc1cccc2c1OC1(C)CC2NC(=O)N1c1cccc(C(=O)N2CCN(c3ccccn3)CC2)c1 (centres undefined)	16%	1%	-1%	8%	-1%	7
-3%	11%	-20%[59 µM]	COC(=O)CSc1nc2ncc(Cl)cc2[nH]1	29%	-9%	2%	-6%	10%	8
?	-4%	8%[59 µM]	CCOC(=O)C1=C(C)N(C)C(C)=C(C(=O)OCC)C1c1ccc(Cl)cc1	80%[activator]	47%[activator]	i	2%	15%	0
0%	-5%	-4%[12.7 µM]	O=C(Nc1ccc(F)cc1)c1oc2ccccc2c1NC(=O)C1CCCC1	20%	1%	-11%	3%	0%	4
4%	3%	-26%	Cc1nc(N)sc1C(=O)N/N=C/c1ccc([N+](=O)[O-])cc1	55%[activator]	-20%	i	7%	-13%	2
-1%	11%	7%	Cc1ccc(S(=O)(=O)N2CCC(C(=O)NNC(=O)c3ccccc3)CC2)cc1	17%	-12%	i	0%	-7%	-2
-15%	-16%	?	CN1CCN(NC(=S)Nc2ccccc2)CC1	53%[activator]	?	-2%	-2%	-11%	-3
-1%	-2%	20%[59 µM]	COc1ccc(C)cc1S(=O)(=O)N(C)CC(=O)N1CCCCCC1	31%	-1%	·	-1%	13%	7
8%	-8%	?	Cc1occc1C(=O)N1CCN(S(C)(=O)=O)CC1	27%	-9%	-2%	-2%	-3%	-1
12%	1%	·	Cc1cccc(C(=O)Nc2scc(-c3ccc(Br)cc3)c2C(=O)O)c1	1%	?	-1%	?	·	-7
-16%	-16%	-7%[59 µM]	CN(C)/C(=N\OC(=O)c1ccccc1)c1nonc1N	21%	?	i	-12%	6%	-2
-1%	7%	19%[59 µM]	O=C(NCc1ccccc1)c1c[nH]c2cc3c(cc2c1=O)OCCO3	9%	-14%	-5%	-19%	9%	-3
-1%	0%	7%[59 µM]	CCCCc1c(C)nc2c(-c3ccc(OC)cc3)c(C)[nH]n2c1=O	26%	-11%	i	-6%	-15%	0
-15%	2%	12%[59 µM]	CC(NC(=O)CSc1nnc(-c2cc3cc(Cl)ccc3o2)n1C)c1ccccc1 (centres undefined)	28%	-13%	-10%	-8%	3%	-1
-5%	-1%	?	N#CCCN(/N=C/c1cccnc1)C1=NS(=O)(=O)c2ccccc21	40%[activator]	-10%	-1%	2%	?	6
-2%	-3%	7%	N#Cc1ccsc1NC(=O)C1CCCN1S(=O)(=O)c1cccs1 (centres undefined)	-16%	-22%	i	2%	-4%	1
-2%	-4%	2%	COc1ccc(C(=O)Nc2cc(C)nn2-c2nc3ccccc3[nH]2)c(OC)c1	48%[activator]	-8%	-4%	29%	0%	3
1%	-10%	-8%	Nc1nc(SCC(=O)NCCCO)nc2sc3c(c12)CCC3	2%	-8%	-4%	-1%	-7%	4
-6%	-4%	?	O=[N+]([O-])c1ccc(O)c(CSc2nnnn2-c2ccccc2)c1	9%	-14%	-8%	-2%	-31%	0
13%	9%	45µM*	CCn1c(=N)n(CC(=O)c2cccc(OC)c2)c2ccccc21	16%	-12%	3%	2%	?	3
13%	-7%	-34%	O=C(CN1CCOCC1)Nc1cc([N+](=O)[O-])ccc1Cl	20%	-3%	i	-1%	·	6
1%	-2%	60%[activator]	CCOc1ccccc1C(=O)Nc1ccc(C(=O)c2ccccc2)cc1	32%	8%	-5%	4%	-11%	-3
0%	7%	3%	CCC1(c2ccccc2)NC(=O)N(Cc2cccc([N+](=O)[O-])c2)C1=O (centres undefined)	42%[activator]	-9%	i	6%	-21%	0
10%	-2%	-3%[59 µM]	Cc1ccc(NC(=O)CSc2ccccc2NC(=O)c2ccccc2Cl)cc1Cl	16%	-20%	-7%	40%[activator]	-8%	0
1%	·	16%[59 µM]	CCOc1ccc(C(=O)Nc2nncs2)cc1OCC	51%[activator]	-13%	·	5%	-3%	-4
-4%	-9%	-20%[2.33 µM]	CCC(C)Nc1nc(N)c([N+](=O)[O-])c(NC2CCCCC2)n1 (centres undefined)	30%	-10%	i	-2%	2%	-4
5%	-9%	19%[59 µM]	Cn1c(=O)c2c(nc(SCCN3CCCCC3)n2C)n(C)c1=O	23%	-14%	-6%	0%	7%	1

# Random excerpt: three entries already listed.
GLS inhibitor	ERG-DNA inh	G9a inh	mol	HP1b chromo inh	JMJD2A Tudor	Tb PGK inh	Pin1 inh	BAZ2B inh	PI4K2A block
0%	7%	3%	CCC1(c2ccccc2)NC(=O)N(Cc2cccc([N+](=O)[O-])c2)C1=O (centres undefined)	42%[activator]	-9%	i	6%	-21%	0
10%	-2%	-3%[59 µM]	Cc1ccc(NC(=O)CSc2ccccc2NC(=O)c2ccccc2Cl)cc1Cl	16%	-20%	-7%	40%[activator]	-8%	0
5%	-9%	19%[59 µM]	Cn1c(=O)c2c(nc(SCCN3CCCCC3)n2C)n(C)c1=O	23%	-14%	-6%	0%	7%	1

# Bioassay records (PubChem)
